Source: PubChem BioAssay
SW480 rereplic – DNA re-replication induction in SW480 cells; SW480 DNA re-replication, Hoechst DNA content imaging, 48 h; Potency, µM (doses to about 46.1 µM), for the others: at the top dose re-replication activation, hits mostly activators; 340,000 compounds, 1.8% hits; AID 624297; also: potency is read from the fitted curve at half-maximal effect; % of control where 0% means no effect; nearly all actives have a fitted effect of over 55% in size
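DNA re-replication was detected as more nuclei of elevated Hoechst intensity after 48 hr exposure to compound (23 nL pinned per well of 250 cells).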
HT1080 IDH1KD tx – toxicity to HT-1080 IDH1 knockdown cells (counter line); AID 686971; Potency, µM (top dose mostly 46.1 µM), for inactives: top-dose activity, negative = toxicity, actives largely listed as cytotoxic; HT-1080 IDH1 knockdown viability, ATP luminescence, 48 h; 360,000 compounds, 2% hits;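 also: potency is read from the fitted curve at half-maximal effect; 0% = DMSO wells and -100% = cell-free medium wells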
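% activity derives from luminescence (CellTiter-Glo), normalised to DMSO and no-cell wells. HT-1080-IDH1KD cells, 750/well, had 48 h compound exposure at 37 °C.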
KB-3-1 cytotox – KB-3-1 parental cell cytotoxicity | KB-3-1 viability, CellTiter-Glo ATP luminescence, 72 h | Potency, µM (doses to about 46.1 µM), without a hit: top-dose activity change, negative = cytotoxic, usual class: cytotoxic | 400,000 compounds, 1.4% hits | AID 1347075; also: potency is read from the fitted curve at half-maximal effect; % is scaled to controls: 0 for no effect and ±100 for the full control effect; nearly all actives have a fitted effect of over 60% in size
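Viability of parental KB-3-1 cells, measured by CellTiter-Glo luminescence, followed a 72 h incubation at 37 °C with pinned compounds in phenol-red-free DMEM containing 10% FBS.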
D3 antag – blocks the human D3 dopamine receptor. D3R cells, DiscoveRx beta-arrestin luminescence, antagonist mode; stronger effect = lower value. P35462. 360,000 compounds, 2.5% hits. max response, negative = inhibition, %. AID 652054; in the data active = max response below about -50%; inconclusive = no clear call, values can overlap the other calls; also: % is scaled to controls: 0 for no effect and ±100 for the full control effect; mostly tested at two doses, the higher about 12 µM
Target sequence (P35462 whole entry, looked up): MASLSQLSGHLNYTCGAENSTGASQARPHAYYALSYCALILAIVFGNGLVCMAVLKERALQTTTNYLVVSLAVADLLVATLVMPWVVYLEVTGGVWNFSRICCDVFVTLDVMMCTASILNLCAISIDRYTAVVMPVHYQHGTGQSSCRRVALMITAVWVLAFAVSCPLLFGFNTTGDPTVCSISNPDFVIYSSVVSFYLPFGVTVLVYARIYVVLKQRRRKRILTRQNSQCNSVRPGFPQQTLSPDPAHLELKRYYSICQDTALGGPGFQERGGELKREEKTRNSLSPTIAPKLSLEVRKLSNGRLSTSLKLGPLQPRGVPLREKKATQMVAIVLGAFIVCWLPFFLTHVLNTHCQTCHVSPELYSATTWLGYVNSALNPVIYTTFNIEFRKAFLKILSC
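Cells plated overnight at 1500 cells/well, then exposed to library compounds with dopamine controls for 90 minutes at 37 degrees C. DiscoveRx reagent added for 30–60 minutes at room temperature; luminescence read, quantitative HTS format.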
IL-1B inflam inh – inhibitors of inflammasome signaling (IL-1 beta secretion) | activity change, % at 57.5 µM | 360,000 compounds, 4.7% hits | THP-1 LPS/ATP IL-1B secretion, AlphaLISA, 16 h; stronger effect = lower value | AID 743279; in the data active = activity change below about -50%; inconclusive = mostly about -30% to -49%; also: % is scaled to controls: 0 for no effect and ±100 for the full control effect
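THP-1 cells pretreated 1 hr with compounds (up to 57.5 uM final), then stimulated with LPS (250 ng/mL final) plus ATP (1.25 mM final); secreted IL-1B measured by AlphaLISA after 16 hr, decreased signal indicating inhibition.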
HT1080NT lethal – kills 2HG-producing HT-1080-NT fibrosarcoma cells; HT-1080-NT fibrosarcoma viability, CellTiter-Glo ATP luminescence, 48 h; Potency, µM (series often up to 46.1 µM), inactives show at the top dose activity, negative = less viability, hits mostly cytotoxic; 360,000 compounds, 1.6% hits;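 also: NT is the 2HG producing partner of a matched IDH1 knockdown line; potency is read from the fitted curve at half-maximal effect; 0% = DMSO-treated cells and -100% = media-only wells without cells; nearly all actives have a fitted effect of over 55% in size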
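HT-1080-NT fibrosarcoma cells (2HG-overproducing), 750 cells/well in RPMI with 5% FBS, dosed after 2 h and incubated 48 h at 37C. CellTiter-Glo luminescence normalized to DMSO and no-cell wells; concentration-response curves fitted and classed.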
D3 ag – D3 dopamine receptor (human) agonism; P35462; D3R DiscoveRx beta-arrestin cells, luminescence, 90 min; max activation, %; 410,000 compounds, 0.58% hits; in the data active = max activation above about 30%; also: 0% is about no effect; mostly tested at two doses, the higher about 12 µM
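Agonist mode: compounds and dopamine controls were applied to plated cells for 90 min at 37 degrees C after an overnight attachment at 1500 cells/well. Luminescent read-out followed 30 - 60 minutes at room temperature with DiscoveRx detection reagent.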
GLP-1R agonist – activates the human GLP-1 receptor; AID 624172; HEK293 GLP-1R CRE-luciferase, luminescence, 4-6 h; cells express a hypersensitive GLP-1R form; 380,000 compounds, 0.007% hits; Potency, µM (series often up to 45.6 µM), inactives show at the top dose activation, most hits filed as activators; also: potency is read from the fitted curve at half-maximal effect; % of control where 0% means no effect
Target sequence (P43220 whole entry, looked up): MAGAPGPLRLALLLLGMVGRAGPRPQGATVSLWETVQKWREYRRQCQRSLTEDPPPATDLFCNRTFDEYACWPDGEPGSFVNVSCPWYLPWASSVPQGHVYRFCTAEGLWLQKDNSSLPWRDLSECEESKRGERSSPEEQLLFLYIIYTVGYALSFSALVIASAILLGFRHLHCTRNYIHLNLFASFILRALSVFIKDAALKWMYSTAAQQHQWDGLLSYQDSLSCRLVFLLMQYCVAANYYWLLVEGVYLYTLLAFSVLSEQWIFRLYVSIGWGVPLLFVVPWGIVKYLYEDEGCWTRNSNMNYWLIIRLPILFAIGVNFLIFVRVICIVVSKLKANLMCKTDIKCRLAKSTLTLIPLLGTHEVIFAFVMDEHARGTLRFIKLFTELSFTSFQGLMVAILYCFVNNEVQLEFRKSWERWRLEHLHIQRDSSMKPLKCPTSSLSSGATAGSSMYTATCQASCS
KB-V1 MDR tox – KB-V1 MDR subline cytotoxicity; 400,000 compounds, 3.4% hits; KB-V1 MDR cells viability, CellTiter-Glo, 72 h; Potency, µM (series often up to 46.1 µM), for inactives: at the highest dose activity change, negative = cytotoxicity, actives largely listed as cytotoxic; also: potency is read from the fitted curve at half-maximal effect; % is scaled to controls: 0 for no effect and ±100 for the full control effect; nearly all actives have a fitted effect of over 60% in size
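KB-V1 cells (P-gp-expressing MDR subline of KB-3-1) in phenol-red-free DMEM with 10% FBS were exposed to library compounds over a concentration series for 72 h at 37 degrees C. Viability read by CellTiter-Glo luminescence; concentration-effect curves fitted after normalization.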
* hit, by the source's call; & = joins results of further samples; [ ] = remark or other dose. Unless noted, calls follow the shape of the dose curve; as a rule, active = well fitted curve in the direction sought with a large enough effect; inconclusive = small, poorly fitted or top-dose-only effect, or another doubt; inactive = no such curve, though single readings can be large; an effect the other way counts as inactive or inconclusive.

Screening CC(C)(C)NC(=S)N1CCC(C(=O)c2ccc(F)cc2)CC1 returned SW480 rereplic -6%, HT1080 IDH1KD tx 4%, KB-3-1 cytotox 0%, D3 antag -21, IL-1B inflam inh 38, HT1080NT lethal -1%, D3 ag -18, GLP-1R agonist -4% and KB-V1 MDR tox 18%.
Screening Cc1ccc(NC(=O)CSc2nc3c(cc2C#N)C(=O)CCC3)cc1S(=O)(=O)N(C)C returned SW480 rereplic 15%, HT1080 IDH1KD tx -5%, KB-3-1 cytotox -4%, D3 antag -30, IL-1B inflam inh -5, HT1080NT lethal 5%, D3 ag 4, GLP-1R agonist 20% and KB-V1 MDR tox -1%.
Screening O=C(COc1ccccc1)N[C@@H]1c2ccccc2CC[C@H]1OCc1ccccc1 returned SW480 rereplic inconclusive, HT1080 IDH1KD tx inconclusive, KB-3-1 cytotox 0%, D3 antag 0, IL-1B inflam inh -10, HT1080NT lethal -28%, D3 ag 4, GLP-1R agonist 6% and KB-V1 MDR tox -3%.
`CC(C)=CCC[C@H](C)C[C@@H]1Cc2[nH][nH]c(=O)c2[C@H](c2ccc(F)cc2)O1` gave HT1080 IDH1KD tx -3%, KB-3-1 cytotox 9%, D3 antag inconclusive, IL-1B inflam inh -24, HT1080NT lethal -14%, D3 ag -13, GLP-1R agonist -5% and KB-V1 MDR tox 0%.
Screening O=S(=O)(Cc1ccccc1)N1CCN(Cc2ccccc2)CC1 returned SW480 rereplic -1%, HT1080 IDH1KD tx -4%, KB-3-1 cytotox -14%, D3 antag -25, IL-1B inflam inh 0, HT1080NT lethal -8%[9.24 µM], D3 ag -10, GLP-1R agonist 1% and KB-V1 MDR tox -22%.
For C/C(N)=C(/C#N)C(=O)CSc1nc2scc(-c3ccc(F)cc3)c2c(=O)n1C the results were SW480 rereplic -10%, HT1080 IDH1KD tx 0%, KB-3-1 cytotox 11%, D3 antag 2, IL-1B inflam inh 5, HT1080NT lethal 4%, D3 ag 3, GLP-1R agonist 24% and KB-V1 MDR tox 0%.
CCCCCN(C(=O)COC(=O)CSc1ccc([N+](=O)[O-])cc1)c1c(N)n(CCCC)c(=O)[nH]c1=O was read as SW480 rereplic -76%[inhibitor], HT1080 IDH1KD tx 15%, KB-3-1 cytotox 13%, D3 antag -23, IL-1B inflam inh 13, HT1080NT lethal 14%, D3 ag 1, GLP-1R agonist 7% and KB-V1 MDR tox 8%.
For COc1ccc(N2C(=O)CC(Cc3ccccc3OC)C2=O)cc1 (centres undefined) the results were SW480 rereplic -9%, HT1080 IDH1KD tx 11%, KB-3-1 cytotox 6%, D3 antag 6, IL-1B inflam inh -5, HT1080NT lethal 13%, D3 ag 19, GLP-1R agonist 7% and KB-V1 MDR tox -7%.
`CCCNc1nc2c(c(=O)n(C)c(=O)n2C)n1CCC(C)C` gave SW480 rereplic -7%, HT1080 IDH1KD tx -8%, KB-3-1 cytotox inconclusive, D3 antag -6, IL-1B inflam inh -15, HT1080NT lethal -13%, D3 ag -1, GLP-1R agonist 15% and KB-V1 MDR tox -25%.
Screening COC(=O)C1=C[C@@H](C(=O)OC)[C@@H]2C3=C(C(=O)[C@]2(C)NC(=O)c2ccccc2)[C@H](C)n2c(=O)n(-c4ccccc4)c(=O)n2[C@@H]3C1 returned SW480 rereplic 0%, HT1080 IDH1KD tx 4%, KB-3-1 cytotox -4%, D3 antag 0, IL-1B inflam inh 6, HT1080NT lethal 8%, D3 ag -7, GLP-1R agonist 0% and KB-V1 MDR tox 15%.
For O=C(CCc1n[nH]c(=O)[nH]c1=O)N1CCCCC1 the results were SW480 rereplic -8%, HT1080 IDH1KD tx -1%, KB-3-1 cytotox -10%, D3 antag -11, IL-1B inflam inh 13, HT1080NT lethal -6%, D3 ag -11, GLP-1R agonist 2% and KB-V1 MDR tox 0%.
Screening Cc1onc(-c2c(F)cccc2Cl)c1C(=O)Nc1ccccc1N1CCOCC1 returned SW480 rereplic -8%, HT1080 IDH1KD tx -13%, KB-3-1 cytotox -15%, D3 antag -15, IL-1B inflam inh -17, HT1080NT lethal -11%, D3 ag -11, GLP-1R agonist -4% and KB-V1 MDR tox -14%.
`COc1cccc(C(=O)Nc2cccc3ccccc23)c1OC` gave SW480 rereplic -3%, HT1080 IDH1KD tx 6%, KB-3-1 cytotox 16%, D3 antag 20, IL-1B inflam inh -19, HT1080NT lethal 5%, D3 ag 2, GLP-1R agonist 15% and KB-V1 MDR tox 12%.
Screening O=C(Cc1ccccc1)NNC(=O)Nc1ccc(Cl)c(Cl)c1 returned SW480 rereplic -11%, HT1080 IDH1KD tx 15µM*, KB-3-1 cytotox -2%, D3 antag 0, IL-1B inflam inh 0, HT1080NT lethal -15%, D3 ag -6, GLP-1R agonist -4% and KB-V1 MDR tox -27%.
Screening O=C(NCC(c1cccnc1)N1CCN(c2ccccc2F)CC1)c1ccco1 (centres undefined) returned SW480 rereplic 1%, HT1080 IDH1KD tx 2%, KB-3-1 cytotox -17%, D3 antag 6, IL-1B inflam inh 40, HT1080NT lethal 1%, D3 ag 2, GLP-1R agonist 0% and KB-V1 MDR tox -20%.
For Cc1cc(C)cc(NC(=O)NCc2c(-c3ccccc3)noc2C)c1 the results were SW480 rereplic -1%, HT1080 IDH1KD tx 1%, KB-3-1 cytotox -22%, D3 antag -1, IL-1B inflam inh 34, HT1080NT lethal 13%, D3 ag -5, GLP-1R agonist 10% and KB-V1 MDR tox -7%.
`C=CCN1C(=O)/C(=C\C(C)=C\c2ccccc2)SC1=S` gave SW480 rereplic -9%, HT1080 IDH1KD tx -3%, KB-3-1 cytotox -2%, D3 antag inconclusive, IL-1B inflam inh inconclusive, HT1080NT lethal -1%, D3 ag -4, GLP-1R agonist 0% and KB-V1 MDR tox 2%.
For O=C(O)c1ccc(Cn2cnc3cccnc32)cc1 the results were SW480 rereplic -6%, HT1080 IDH1KD tx 8%, KB-3-1 cytotox 11%&3%, D3 antag 26, IL-1B inflam inh 10, HT1080NT lethal 5%, D3 ag 3&9, GLP-1R agonist -4% and KB-V1 MDR tox inconclusive.
`COc1ccc(NC2CCCN(C(=O)CCN3CCCC3=O)C2)cc1OC` (centres undefined) gave SW480 rereplic 2%, HT1080 IDH1KD tx 7%, D3 antag 6, IL-1B inflam inh 14, HT1080NT lethal 1%, D3 ag 1 and GLP-1R agonist -12%.
COc1cc(C)nc(N2CCCC(C(=O)Nc3cc(Cl)ccc3OC)C2)n1 (centres undefined) was read as SW480 rereplic 2%, HT1080 IDH1KD tx -1%, KB-3-1 cytotox -27%, D3 antag 18, IL-1B inflam inh 1, HT1080NT lethal -4%, D3 ag 3, GLP-1R agonist 0% and KB-V1 MDR tox -20%.
COC(=O)C(Cc1cnc(Cl)s1)(C(=O)OC)c1ccc([N+](=O)[O-])cc1[N+](=O)[O-] was read as SW480 rereplic 1%[9.22 µM], HT1080 IDH1KD tx -1%, KB-3-1 cytotox inconclusive, D3 antag 2, IL-1B inflam inh -4, HT1080NT lethal -3%, D3 ag -4, GLP-1R agonist -8% and KB-V1 MDR tox inconclusive.
Screening CCc1ccc(-c2nnn(CCC#N)n2)cc1 returned SW480 rereplic 1%, HT1080 IDH1KD tx 20%, KB-3-1 cytotox 6%, D3 antag 0, IL-1B inflam inh -17, HT1080NT lethal 21%, D3 ag 10, GLP-1R agonist 26% and KB-V1 MDR tox 1%.
CCOC(=O)CSc1nc2cc(C(=O)N3CCC(C(N)=O)CC3)ccc2c(=O)n1C1CCCCC1 was read as SW480 rereplic 2%, HT1080 IDH1KD tx 5%, KB-3-1 cytotox 1%, D3 antag -1, IL-1B inflam inh -5, HT1080NT lethal 0%, D3 ag 4, GLP-1R agonist 3% and KB-V1 MDR tox 3%.
Screening Cc1cc(C(=O)CCC(=O)N(C)CC(=O)Nc2c(Cl)cccc2Cl)c(C)s1 returned SW480 rereplic -1%, HT1080 IDH1KD tx 2%, KB-3-1 cytotox 20%, D3 antag 9, IL-1B inflam inh 13, HT1080NT lethal 4%, D3 ag 3, GLP-1R agonist 7% and KB-V1 MDR tox inconclusive.
Cc1cc(O)c(Sc2ccc(Cl)cc2)c(=O)[nH]1 was read as SW480 rereplic -2%, HT1080 IDH1KD tx 10%, KB-3-1 cytotox 11%, D3 antag 10, IL-1B inflam inh 14, HT1080NT lethal 11%, D3 ag 10, GLP-1R agonist -1% and KB-V1 MDR tox 4%.
COc1ccc(/C=C2/NC(=O)N(Cc3ccccc3F)C2=O)cc1OC was read as SW480 rereplic -4%, HT1080 IDH1KD tx 6%, KB-3-1 cytotox 12%, D3 antag 40, IL-1B inflam inh 7, HT1080NT lethal 20%, D3 ag 0, GLP-1R agonist 8% and KB-V1 MDR tox -1%.

3 entries out of the list, sorted by SMILES length, descending:
CCOC(=O)CSc1nc2cc(C(=O)N3CCC(C(N)=O)CC3)ccc2c(=O)n1C1CCCCC1 was read as SW480 rereplic 2%, HT1080 IDH1KD tx 5%, KB-3-1 cytotox 1%, D3 antag -1, IL-1B inflam inh -5, HT1080NT lethal 0%, D3 ag 4, GLP-1R agonist 3% and KB-V1 MDR tox 3%.
Screening Cc1cc(C(=O)CCC(=O)N(C)CC(=O)Nc2c(Cl)cccc2Cl)c(C)s1 returned SW480 rereplic -1%, HT1080 IDH1KD tx 2%, KB-3-1 cytotox 20%, D3 antag 9, IL-1B inflam inh 13, HT1080NT lethal 4%, D3 ag 3, GLP-1R agonist 7% and KB-V1 MDR tox inconclusive.
Screening CCc1ccc(-c2nnn(CCC#N)n2)cc1 returned SW480 rereplic 1%, HT1080 IDH1KD tx 20%, KB-3-1 cytotox 6%, D3 antag 0, IL-1B inflam inh -17, HT1080NT lethal 21%, D3 ag 10, GLP-1R agonist 26% and KB-V1 MDR tox 1%.
